# ALOX15B inhib: blocks human 15-lipoxygenase 2 activity; O15296; Potency, µM (top dose mostly 57.1 µM), for the others: at the highest dose activity change, negative = inhibition, hits mostly inhibitors; 0.56% of 110,000 active; purified 15hLO-2, xylenol orange hydroperoxide absorbance; also: potency is read from the fitted curve at half-maximal effect; nearly all actives have a fitted effect of over 60% in size; many of its hits are not listed in these tables
#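 Screening format was qHTS against 50 nM purified 15hLO-2 in Hepes pH 7.5 with detergent. Activity follows hydroperoxide formation from 45 uM arachidonic acid, measured as 573:405 nm absorbance ratio of the ferric-xylenol orange complex.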
# PNC assembly inh: perinucleolar compartment assembly inhibition. PC3M PTB-GFP, PNC prevalence imaging, 16 h; hits give low values. activity change (PNC), negative = inhibition, % at 10 µM. 3.1% of 140,000 active;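 active = readout at or below -70, meaning at least 70% loss of cells showing the perinucleolar compartment, a nuclear body marking cancer cells; inconclusive = readout between -30 and a set limit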;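 also: plate controls were DMSO wells for no effect and camptothecin positive control wells for full effect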
#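 Compounds are pinned in duplicate onto adhered PC3M cells stably expressing GFP-tagged PTB and incubated 16 h at 37 C. Cells are then fixed, nuclei stained with Hoechst, and PNC-positive cells counted.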
# ALOX12 inhib: blocks human 12-lipoxygenase activity; P18054; purified 12-hLO, xylenol orange hydroperoxide absorbance; Potency, µM (series often up to 57.1 µM), without a hit: at the highest dose activity change, negative = inhibition, usual class: inhibitors; 0.12% of 150,000 active; also: potency is read from the fitted curve at half-maximal effect; nearly all actives have a fitted effect of over 55% in size; many of its hits are not listed in these tables
# Target sequence (P18054 whole entry, looked up): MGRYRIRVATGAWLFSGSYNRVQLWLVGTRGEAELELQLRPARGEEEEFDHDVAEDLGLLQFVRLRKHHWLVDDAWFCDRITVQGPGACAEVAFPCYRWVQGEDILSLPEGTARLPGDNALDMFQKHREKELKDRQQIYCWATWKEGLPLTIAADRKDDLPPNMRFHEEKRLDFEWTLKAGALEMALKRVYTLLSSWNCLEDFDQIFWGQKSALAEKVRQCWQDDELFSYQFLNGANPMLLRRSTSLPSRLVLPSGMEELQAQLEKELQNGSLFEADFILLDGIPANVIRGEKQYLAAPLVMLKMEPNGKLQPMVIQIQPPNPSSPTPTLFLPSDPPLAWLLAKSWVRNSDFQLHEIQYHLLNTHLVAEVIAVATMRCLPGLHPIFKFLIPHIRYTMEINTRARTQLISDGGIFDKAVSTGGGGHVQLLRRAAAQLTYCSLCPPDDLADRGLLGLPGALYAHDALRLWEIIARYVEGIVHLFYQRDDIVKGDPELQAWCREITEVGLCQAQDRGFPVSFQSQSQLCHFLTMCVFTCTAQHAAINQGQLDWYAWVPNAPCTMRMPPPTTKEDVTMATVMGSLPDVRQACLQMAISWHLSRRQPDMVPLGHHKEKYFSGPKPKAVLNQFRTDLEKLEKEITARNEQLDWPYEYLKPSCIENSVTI
#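 Purified human 12hLO (150 nM), preincubated 15 min with compound, then 40 uM arachidonic acid for 30 min, room temperature, Hepes pH 7.0 with 0.01% Triton X-100. Hydroperoxide detected by ferrous iron/xylenol orange; 573/405 nm absorbance ratio gives reaction progress.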
# IMPase inh: membrane-permeable compound that blocks inositol monophosphatase; AID 901; CHO-M1 cells, IP1 accumulation, HTRF TR-FRET ratio; 120,000 tested, under 10 active; P97697; inhibition (IP1 accumulation), % at 46.1 µM; active = well fitted curve in the direction sought with a large enough effect in the signal ratio, not every such curve was filed as active; inconclusive = small, poorly fitted or top-dose-only effect, or a change in a side signal; inactive = no such curve, though single readings can be large or run the other way; the % refers to the signal ratio;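 also: cells stimulated with carbachol in lithium chloride buffer; plate controls were DMSO basal wells for no effect and reference inhibitor wells for full effect; higher means more IMPase inhibition seen as more IP1 and lower FRET ratio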
# Target sequence (P97697 whole entry, looked up): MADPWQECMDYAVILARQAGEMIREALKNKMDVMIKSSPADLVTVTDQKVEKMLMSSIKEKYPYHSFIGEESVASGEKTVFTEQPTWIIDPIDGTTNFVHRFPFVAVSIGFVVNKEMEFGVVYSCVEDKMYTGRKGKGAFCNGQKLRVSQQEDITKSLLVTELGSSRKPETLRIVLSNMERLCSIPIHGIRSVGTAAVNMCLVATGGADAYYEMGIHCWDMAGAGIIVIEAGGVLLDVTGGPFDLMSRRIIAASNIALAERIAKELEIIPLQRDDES
#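 Elevated IP1 in lysates lowers TR-FRET signal (665/620 ratio and 620 channel reported). Cells were CHO-M1, given carbachol (50 uM as added) plus 50mM LiCl, pH 7.4, 30 min, 37C; compounds titrated up to 46 uM; AC50 by Hill equation.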
# * hit, by the source's call; ? = inconclusive; · = no result given; [ ] = remark or other dose. Unless noted, calls follow the shape of the dose curve; as a rule, active = well fitted curve in the direction sought with a large enough effect; inconclusive = small, poorly fitted or top-dose-only effect, or another doubt; inactive = no such curve, though single readings can be large; an effect the other way counts as inactive or inconclusive. Unless noted, % is scaled to controls: 0 for no effect and ±100 for the full control effect.
canonical_smiles	ALOX15B inhib	PNC assembly inh	ALOX12 inhib	IMPase inh
O=C(Cn1nc(-c2ccc(Cl)cc2)ccc1=O)NCCN1CCOCC1	4%	-5	-1%	2
CSc1ccc(C(C(C(=O)c2cccs2)N2CCOCC2)N2CCOCC2)cc1 (stereo not drawn)	-13%	-6	-8%	10
COc1ccc(OC)c(NC(=O)COC(=O)/C=C/c2ccc(Cl)cc2)c1	·	35	1%	·
Cc1cc2ccccc2c(=O)n1CC(=O)NCC1COc2ccccc2O1 (stereo not drawn)	-6%	-17	-1%	4
Cc1occc1-c1nnc(SCC(=O)Nc2ccccc2N2CCCCC2)n1C	-8%	10	-4%	-1
Clc1ccc(-c2nnc(Sc3nc4ccccc4o3)c3ccccc23)cc1	-11%	100	4%	5
C=CCNC(=S)N/N=C(\C)c1cccc(OC)c1	·	1	?	0
CCN(CC)CCOc1ccc2nc(N(C)C)sc2c1	4%	?	8%	11
COc1ccc(C(=O)NC2CCN(C(=S)Nc3cccc(C)c3C)CC2)cc1	·	23	2%	5
O=C(Nc1nnc(/N=C/c2ccco2)s1)c1ccc(F)cc1	·	58	1%	5
Cc1ccccc1-n1c(C)cc(/C=C2\NC(=O)NC2=O)c1C	·	4	-12%	17
Cc1cc(O)cc(O)c1C(=O)Cc1cnn(-c2ccccc2)c1	-9%	2	-12%	0
Cc1occc1C(=O)Nc1c(F)c(F)c(F)c(F)c1F	-5%	14	-9%	-1
CN(C)C(=O)COC(=O)c1cccnc1Nc1ccccc1F	·	-1	2%	13
C=CCn1c(CCNC(=O)c2ccc(Cl)c(Cl)c2)nnc1SCCOc1ccc(OC)cc1	4%	14	1%	9
O=C1CN(C(=O)C2CCCC2)CCN1	·	-23	2%	·
NC1=NCCN1CC(=O)O	-1%	·	1%	·
Cc1ccc2nc3c(cc(C(=O)NCC4CCCO4)n3C)c(=O)n2c1 (stereo not drawn)	·	71	-5%	?
CSc1nc(N)c2ncn([C@@H]3O[C@@H](COP(=O)(O)OP(=O)(O)OP(=O)(O)O)[C@@H](O)[C@H]3O)c2n1	9%	·	-3%	-2
COc1ccc(-c2nc(=S)c3c([nH]2)Oc2ccc(C)cc2C3)cc1O	·	17	-1%	·
O=c1c2ccccc2c(C=NCc2ccccn2)c(O)n1-c1ccccc1	·	?	-1%	·
Cc1ccc(S(=O)(=O)N2CCN(c3ccc(C(=O)N4CCOCC4)cc3[N+](=O)[O-])CC2)cc1	·	18	-5%	·
COc1ccc(N2C(=O)CC2(C#N)c2ccc(OCc3ccccc3)cc2)cc1 (stereo not drawn)	·	-8	-2%	·
Cn1sc(NC(=O)c2ccccc2Cl)nc1=O	4%	?	-1%	3
O=C(CSc1ccc2nnc(-c3ccc(Cl)cc3)n2n1)N1CCCC1	-2%	-21	-7%	?
Cc1c(C(=O)NCc2ccccc2Cl)oc2c1C(=O)CCC2	1%	11	-3%	-2
COc1ccc2c(c1)C1NC(=S)NC(C)(O2)C1C(=O)Nc1ccccc1C (stereo not drawn)	-13%	-20	-16%	7
O=C(CCSCc1ccccc1Cl)N1CCN(c2cccc(Cl)c2)CC1	·	47	-9%	9
Cc1nn(Cc2ccccc2)c(C)c1C(=O)OCC(=O)c1cc(C)n(C2CC2)c1C	-3%	?	-5%	5
COCCNC(=O)/C(C#N)=C/c1ccc(N2CCOCC2)o1	·	47	-7%	·
O=C(NCCCN1CCOCC1)c1ccc(CS(=O)(=O)c2cccc(C(F)(F)F)c2)o1	2%	-23	-3%	?
Cc1ccc(S(=O)(=O)NCC2CCC(C(=O)NCc3ccc4c(c3)OCO4)CC2)cc1 (stereo not drawn)	-3%	1	-3%	-3
O=C(CCCCCNc1nc(=S)[nH]c2ccccc12)NCCc1c[nH]c2ccccc12	·	-16	-11%	-7
Cc1ccc(S(=O)(=O)CCC(=O)OCC(=O)c2c(C)[nH]c3ccccc23)cc1	·	14	-7%	6
Nc1cc(N)c(OCC(F)(F)F)cc1OCC(F)(F)F	6%	-1	-16%	2
CS(=O)(=O)Nc1cccc(C(=O)CC2(O)C(=O)Nc3ccc(Br)cc32)c1 (stereo not drawn)	-3%	28	-4%	-4
Cn1c(=O)[nH]c(=O)c2c1nc(N1CCOCC1)n2CCSc1nc2ccccc2[nH]1	-3%	-4	-6%	-19
Cn1c(=O)c2c(nc(NCc3ccco3)n2Cc2ccc(Cl)cc2Cl)n(C)c1=O	-5%	28	-25%	15
O=C(CN1CCOCC1)Nc1ccc(S(=O)(=O)NC2CCCCC2)cc1	-1%	?	1%	-9
COc1ccc(C2OC34CCCCC3C(C#N)(C#N)C2(C#N)C(=N)O4)cc1 (stereo not drawn)	-14%	4	-17%	2
COc1cc(NC(=S)Nc2cccnc2)cc(OC)c1	·	?	-21%	10
CCOc1ccccc1C(=O)Nc1nnc(CC)s1	·	1	2%	3
NC(=O)[C@@H]1CCCNc2c(I)cc([N+](=O)[O-])cc2C(=O)N[C@@H](CCCN=C(N)N)C(=O)N[C@@H](CCCN=C(N)N)C(=O)N1	·	16	1%	·
CCOC(=O)c1oc2nc(CC(C)C)c3c(c2c1N)CCC3	·	73	5%	6
Cc1ccc(N2CCN(C(=O)c3ccccc3Br)CC2)c(C)c1	-14%	-30	-17%	4
O=[N+]([O-])c1ccc2c(c1)Cc1cc(N=Cc3ccc4c(c3)OCO4)ccc1-2	-14%[11.4 µM]	·	6%[11.4 µM]	·
C=CCn1c(CCNC(=O)c2cccs2)nnc1SCC(=O)c1ccc(Br)cc1	-2%	?	-4%	5
COc1ccc(Nc2ccc(Nc3ccc(OC)cc3)nn2)cc1	·	?	2%	-6
O=C(O)CCC(=O)CCC(=O)c1ccccc1	10%	46	2%	2
CCN1C=CC(=C2C(=O)c3ccccc3C2=O)C=C1	?	30	-20%	-2
CS(=O)(=O)Nc1ccc([N+](=O)[O-])cc1OC1CCCCC1	17%	·	-5%	-1
c1ccc(-c2nc(-c3ccncc3)no2)cc1	32%[activator]	-17	-6%	11
Cc1ccc(-c2nnn(CC(=O)N(CC3CCCO3)C(C(=O)NC(C)(C)C)c3ccc(F)cc3)n2)o1 (stereo not drawn)	·	-20	2%	-10
CCCCS(=N)(=O)CCC(N)C(=O)O (stereo not drawn)	-14%	·	-7%	·
CCOc1ccc(N2CC(C(=O)Nc3ccc(S(=O)(=O)Nc4ncccn4)cc3)CC2=O)cc1 (stereo not drawn)	-6%	11	5%	2
Cc1ccc(S(=O)(=O)N2CCN(S(=O)(=O)c3ccccc3)C2c2ccc(N(C)C)cc2)cc1 (stereo not drawn)	3%	-27	3%	5
O=C(NCc1ccc(N2CCCC2=O)cc1)Nc1cccc2ccccc12	-8%	3	-1%	-3
Cc1cc(Cl)ccc1NC(=S)NCCCN1CCCC1=O	·	13	-2%	·
COC(=O)Cn1cccc1C(=O)c1ccccc1	4%	?	-5%	13
CCOC(=O)CSc1nc(N2CCOCC2)c2c(c1C#N)CC(C)(C)N(C)C2	1%	20	-3%	9

# (further entries)
canonical_smiles	ALOX15B inhib	PNC assembly inh	ALOX12 inhib	IMPase inh
COc1ccc(Cl)cc1NC(=O)c1ccoc1C	-7%	32	-3%	-6
COc1ccc(NC(=S)Nc2cccc([N+](=O)[O-])c2)cc1	·	-9	9%	0
CNC1C(O)[C@@H]2OC(O[C@@H]3C(O)C(O)C(N)C[C@H]3N)C(N)C[C@H]2O[C@H]1O[C@@H]1OC(CO)C(N)C(O)C1O (stereo partly drawn)	-4%	·	-3%	·
O=C(CCN1C(=O)c2ccccc2C1=O)Nc1ccc(-c2nc3ccccc3s2)cc1	·	?	1%	-12
Cc1ccc(NC(=O)CSc2nnc(Cn3cnc4ccccc43)o2)cc1	8%	0	-5%	-2
CC(C)(C)NC(=O)C(=O)N/N=C/c1cccs1	-3%	-8	1%	?
CCn1c(SCC(=O)NCc2cccs2)nnc1-c1ccncc1	11%	8	-2%	6
CC(C)Cn1c(-c2ccccc2)nc2ccccc2c1=O	·	8	3%	1
Cc1ccc(C)c2[nH]c(=O)c(CCNC(=O)C(C)(C)C)cc12	1%	-28	4%	-3
COc1ccc2[nH]c(=O)c(CN(Cc3cccs3)S(=O)(=O)c3cccc4nsnc34)cc2c1	-7%	13	2%	5
O=S1(=O)C=C(N2CCCCC2)c2ccccc21	9%	-24	-10%	0
COC(=O)[C@H](C)NC(=O)Nc1ccc(OC)c(OC)c1	-3%	5	2%	3
CCOC(=O)N1CCN(S(=O)(=O)c2ccc(C(=O)Nc3nc4ccccc4s3)cc2)CC1	-6%	30	-2%	?
CC(C)C(=O)Nc1ccc(NC(=O)c2ccc([N+](=O)[O-])cc2Cl)cc1	·	?	-2%	·
COc1ccc(CCn2c(N)cc(=O)[nH]c2=S)cc1OC	-3%	?	-5%	4
O=C(Cc1c(Cl)cccc1Cl)OCC(=O)N1CCc2ccccc2C1	·	-29	-1%	3
CC(=O)NC1=NN(C(C)=O)C(C)(CS(=O)(=O)c2ccc(C)c(C)c2)S1 (stereo not drawn)	2%	12	-8%	0
Nc1nc2c(ncn2[C@@H]2C=C[C@@H](CO)C2)c(=O)[nH]1	0%[11.4 µM]	·	-3%[11.4 µM]	·
Cc1nc2c(C(=O)N3CCN(c4ccccn4)CC3)cnn2c(C)c1Cc1cccc(Cl)c1	1%	8	-4%	0
Cc1cccc(NC(=O)CC2NCCNC2=O)c1 (stereo not drawn)	3%	-5	2%	2
CC(C)(C)NC(=O)C(=O)NCCC1=CCCCC1	·	-11	4%	·
CC(C)OC(=O)c1cn(-c2ccccc2)nc1-c1ccc2c(c1)OCCO2	7%	4	4%	0
CCOC(=O)c1cccc(NC(=O)C2CCCO2)c1 (stereo not drawn)	0%	?	2%	0
COc1ccc(NS(=O)(=O)c2ccc(NC(=S)NC(=O)/C=C/c3ccccc3)cc2)nn1	·	-9	-24%	-2
CC1(C)CCC[C@]2(C)C3CC(=O)O[C@@]3(C)CC[C@H]12 (stereo partly drawn)	-10%	·	-6%	-2
Cc1nnc(SCC(=O)N2CCCc3ccccc32)[nH]c1=O	8%	22	-3%	7
N#Cc1ccc(CSc2nnc(-c3ccncc3)n2CCc2ccccc2)cc1	6%	-2	-3%	2
CCN1C(=O)/C(=C\c2ccc3c(c2)OCO3)C(C(=O)OC)=C1C	-29%	31	-3%	-14
CC(C)(C)NS(=O)(=O)c1ccc(NS(=O)(=O)Cc2ccccc2)cc1	-6%	?	1%	-1
Cc1cc(NC(=O)NC(=O)c2cccc(OC(F)(F)C(F)F)c2)n[nH]1	13%	-12	-11%	-2
Cc1ccc(S(=O)(=O)N2CCN(C(=O)CN3CCN(C)CC3)C2)cc1	2%	-29	-1%	5
COc1ccc(OCCNc2cc(Cl)ccc2[N+](=O)[O-])cc1	-1%	-6	1%	5
O=C(CCCOc1ccc(Cl)cc1)N1CCOCC1	-10%	10	-4%	-3

# Arranged by length of the SMILES (high to low): 5 of the compounds above.
canonical_smiles	ALOX15B inhib	PNC assembly inh	ALOX12 inhib	IMPase inh
CC(=O)NC1=NN(C(C)=O)C(C)(CS(=O)(=O)c2ccc(C)c(C)c2)S1 (stereo not drawn)	2%	12	-8%	0
COc1ccc(NC(=S)Nc2cccc([N+](=O)[O-])c2)cc1	·	-9	9%	0
CC(C)(C)NC(=O)C(=O)N/N=C/c1cccs1	-3%	-8	1%	?
CC(C)(C)NC(=O)C(=O)NCCC1=CCCCC1	·	-11	4%	·
O=C(CCCOc1ccc(Cl)cc1)N1CCOCC1	-10%	10	-4%	-3

# These rows are one share of the data; the hit share may differ from the screen's.
